Screens: PubChem, several laboratories
SUMO1-SIM PPI – alters human SUMO1 binding to SIM partners. P63165. SUMO1 binding to a labelled peptide, TR-FRET, 1 h. inhibition, % at 20 µM. 360,000 compounds, 0.33% hits; in the data active means inhibition above about 37%
STEP block – blocks human striatal-enriched tyrosine phosphatase | P54829 | 360,000 compounds, 0.25% hits | AID 588621 | recombinant STEP, OMFP fluorogenic substrate, fluorescence | inhibition, % at 20 µM;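 active means inhibition at 20 µM, scaled per plate between control wells, above about 37%, limit read from the data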;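 further: 0% = DMSO with enzyme and substrate and 100% = substrate only without enzyme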
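Material: STEP (striatal-enriched tyrosine phosphatase) enzyme, cell-free | Medium: 50 mM Bis-Tris pH 6.0 with 2.5 mM DTT and 0.005% Tween 20 | Read-out: Percent inhibition scaled to no-enzyme and uninhibited-enzyme controls, plate-pattern corrected | Signal: Fluorescence read at 480 nm ex / 540 nm em | Times: 20 min reaction, room temperature, in the dark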
Neddylation inh – inhibitors of human cullin neddylation. TR-FRET cullin neddylation, biochemical. calls only at 25 µM. 360,000 compounds, 0.58% hits; in the data active means inhibition above about 36%
NadD inh – blocks S. aureus nicotinate mononucleotide adenylyltransferase; purified NadD enzyme, colorimetric absorbance read-out; inhibition, % at 20 µM; 360,000 compounds, 0.78% hits; AID 602399; in the data active means inhibition above about 26%; further: some compounds past the cut are filed as inactive
NRP1-CendR mod – modulators of CendR peptide binding to human neuropilin-1. O14786. FAM-RPARPAR peptide binding to NRP-1, fluorescence polarization. inhibition, % at 25 µM. 360,000 compounds, 0.85% hits. AID 602438;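 active means inhibition or corrected inhibition above about 18%, plus a signal ratio from 0.5 to 1.5, limit read from the data, passing the limit was not always enough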; further: strong numbers were not always called active
Target sequence (O14786 whole entry, looked up): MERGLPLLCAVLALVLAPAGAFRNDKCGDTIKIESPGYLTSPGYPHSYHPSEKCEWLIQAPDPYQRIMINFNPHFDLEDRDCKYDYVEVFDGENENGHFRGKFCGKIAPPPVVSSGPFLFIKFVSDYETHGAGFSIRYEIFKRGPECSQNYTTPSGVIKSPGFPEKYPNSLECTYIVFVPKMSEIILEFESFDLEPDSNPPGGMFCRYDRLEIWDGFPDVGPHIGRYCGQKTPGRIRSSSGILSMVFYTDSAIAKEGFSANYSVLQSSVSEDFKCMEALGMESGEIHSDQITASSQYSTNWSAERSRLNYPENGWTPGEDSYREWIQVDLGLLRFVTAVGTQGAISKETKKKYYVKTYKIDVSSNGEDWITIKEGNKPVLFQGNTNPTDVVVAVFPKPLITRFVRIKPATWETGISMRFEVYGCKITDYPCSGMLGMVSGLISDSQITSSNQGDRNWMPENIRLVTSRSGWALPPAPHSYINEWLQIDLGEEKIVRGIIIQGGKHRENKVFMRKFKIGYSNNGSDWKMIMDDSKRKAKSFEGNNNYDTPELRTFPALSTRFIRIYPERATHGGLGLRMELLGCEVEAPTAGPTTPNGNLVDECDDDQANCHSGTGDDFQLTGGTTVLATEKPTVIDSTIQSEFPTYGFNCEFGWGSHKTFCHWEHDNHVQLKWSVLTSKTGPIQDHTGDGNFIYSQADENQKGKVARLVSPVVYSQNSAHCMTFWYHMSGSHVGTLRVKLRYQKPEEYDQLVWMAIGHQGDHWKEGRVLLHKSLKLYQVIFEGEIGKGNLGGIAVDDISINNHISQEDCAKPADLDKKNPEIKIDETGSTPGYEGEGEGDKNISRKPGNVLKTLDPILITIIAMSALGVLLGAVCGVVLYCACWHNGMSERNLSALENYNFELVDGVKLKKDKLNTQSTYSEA
SKN-1 inh – C. elegans SKN-1 inhibition; C. elegans VP596 Pgst-4::GFP/RFP ratio, acrylamide-induced, 24 h; inhibition, % at 21.8 µM; 360,000 compounds, 0.49% hits; AID 624304;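 active means interference check ratio from 0.5 to 1.5 plus GFP to RFP signal ratio inhibition reaching or exceeding a fixed threshold, cut at about 30% in these data, passing the limit was not always enough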; further: some compounds called inactive have numbers as strong as hits
LMPTP block – LMPTP (human) inhibition | recombinant LMPTP-A, OMFP fluorogenic substrate, fluorescence intensity | 360,000 compounds, 0.22% hits | AID 651560 | inhibition, % at 20 µM | P24666;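 active means compounds that cut the enzyme signal by at least half of the control window in the single-dose screen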;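 further: plate controls were DMSO wells with enzyme plus substrate for no effect and substrate without enzyme for full effect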
Target sequence (P24666 whole entry, looked up): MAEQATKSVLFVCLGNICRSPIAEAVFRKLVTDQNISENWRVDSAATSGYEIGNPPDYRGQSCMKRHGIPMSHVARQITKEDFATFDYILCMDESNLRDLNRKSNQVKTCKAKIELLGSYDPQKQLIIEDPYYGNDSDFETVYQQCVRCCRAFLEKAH
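Test system: LMPTP-A phosphatase enzyme; input: 0.625 nM LMPTP-A final; reagent: OMFP substrate, 400 µM final; compound dosing: 20 µM single dose, 3% DMSO; incubation: 50 min dark incubation at room temperature; measured by: endpoint fluorescence intensity from OMFP dephosphorylation; measure: % inhibition relative to no-enzyme and uninhibited control wells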
Scp-1 inhibitor – Scp-1 (human) phosphatase inhibition; Q9GZU7; Recombinant Scp1, phosphopeptide, malachite green phosphate absorbance; inhibition, % at 20 µM; 340,000 compounds, 0.88% hits;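 active means inhibition above about 50% at 20 µM, limit read from the data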;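 further: plate controls were DMSO wells with enzyme for no effect and wells lacking enzyme for full effect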
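assay system = SCP-1 phosphatase catalytic domain, residues 76-261 | buffer or medium = 50 mM Tris acetate pH 5.5, 0.005% Tween-20, 10 mM MgCl2 | incubation = enzyme reaction 45 min at room temperature, colour 5 min, stabilisation 30 min | signal = Phosphate-binding colour reagent, absorbance read at 630 nm | measure = % inhibition at 20 µM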
DNMT1 block – blocks human DNA methyltransferase DNMT1. P26358. DNMT1 molecular beacon, Hinp1I cleavage, fluorescence. inhibition (reported as % activation of signal), % at 10 µM. 360,000 compounds, 0.83% hits; in the data active means inhibition above about 50%
Tb MetRS inh – blocks T. brucei methionyl-tRNA synthetase activity | inhibition, % at 11.9 µM | purified T. brucei MetRS, ATP depletion, Kinase-Glo luminescence | 360,000 compounds, 0.4% hits;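 active means inhibition above a per-plate cutoff of the control wells' mean inhibition plus 3 SD, cut at about 5.5% in these data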;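 further: 0% = DMSO wells median and 100% = median of wells with control inhibitor compound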
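assay system = parasite MetRS enzyme | timing = 15 min preincubation, 2 h reaction, all 25 °C | evaluation = percent inhibition relative to median high and low control wells | medium = HEPES buffer containing pyrophosphatase, BSA, spermine, DTT | compound = single dose, 11.9 µM final nominal, 0.9% final DMSO | detection = Kinase-Glo luminescence, ATP depletion format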
Numbers without * were called inactive; i = inactive; . = not tested or not shown; + = active, no number.

SMILES	SUMO1-SIM PPI	STEP block	Neddylation inh	NadD inh	NRP1-CendR mod	SKN-1 inh	LMPTP block	Scp-1 inhibitor	DNMT1 block	Tb MetRS inh
CCOc1ccccc1N(CC(=O)NCC1CCCO1)C(=O)CCC(=O)Nc1ccccn1 (stereo unspecified)	1.5	-0.8	i	-4.7	2.8	-12.2	1.4	0.0	0.6	-1.1
O=C(Nc1cccc(S(=O)(=O)NC2=NCCC2)c1)c1ccc(F)cc1F	-1.5	-1.1	i	5.3	5.4	-10.3	-1.1	-5.2	3.2	-0.3
CCCCn1c(N)c(N(CC)C(=O)c2c(C)noc2C)c(=O)[nH]c1=O	4.0	2.0	i	1.2	0.8	-4.3	0.4	1.8	-3.1	-0.2
CC1=C(C(N)=O)C(c2ccncc2)n2nc(-c3ccccc3Cl)nc2N1 (stereo unspecified)	1.6	0.1	i	-5.1	-8.3	6.9	-0.3	-0.4	-0.3	1.2
C=C(C)Cn1c(NCCOC)nc2c1c(=O)[nH]c(=O)n2C	-0.9	-2.1	i	-4.1	-2.8	-28.4	-0.5	-7.2	0.1	-0.4
COc1ccc(CN(C)C(=O)c2cccc(NS(=O)(=O)c3ccccc3)c2)c(OC)c1	5.9	-0.3	i	-0.6	-4.1	2.2	0.4	-8.3	-0.6	0.3
CC(/C=N/n1c(COc2ccccc2)n[nH]c1=S)=C\c1ccccc1	-16.5	-3.5	i	5.5	-2.5	12.8	2.3	-9.0	-7.3	-0.4
CN(C)c1cc(NC(=O)CN2CCOCC2)c2ccccc2n1	7.1	-2.3	i	1.4	-9.2	-26.2	0.0	-0.2	0.5	-1.1
COc1cccc(C(=O)Nc2nnc(SCC(=O)NC3CC3)s2)c1	2.8	-2.5	i	-10.8	11.9	15.1	0.0	-2.0	0.1	0.0
COc1cc2c(cc1OC)CN(C(=O)CCNS(=O)(=O)c1ccc(Br)cc1)CC2	4.3	-2.2	i	-5.3	6.1	-2.9	-1.0	-11.4	-1.1	-0.6
N#Cc1ccc(NC(=O)Cn2c3[n+](c4ccc(C(F)(F)F)cc42)CCCCC3)cc1	4.3	-1.6	i	1.5	-0.6	-1.8	-0.8	26.4	-0.4	0.4
COc1ccc(C2(C(=O)Nc3nncs3)CCCC2)cc1	1.7	0.2	i	-0.7	8.6	4.6	-0.1	-0.3	-1.8	0.2
CCN(CC)S(=O)(=O)c1ccc(NCC2COc3ccccc3O2)c([N+](=O)[O-])c1 (stereo unspecified)	-14.0	-1.5	i	1.5	-4.0	15.5	2.7	-18.3	-4.6	0.1
O=C(NC1CC1)c1ccc(CS(=O)c2ccccc2)o1 (stereo unspecified)	-4.7	-1.7	i	-0.2	-2.6	-1.6	1.8	-11.7	0.6	0.0
COc1ccccc1-n1c(CNc2ccc(F)cc2)nnc1SCC(=O)Nc1cc(C)on1	3.7	1.2	i	14.6	3.3	8.5	-0.1	-3.0	-2.7	0.5
CCOc1ccc(NC(=S)/C(=C(\[O-])c2ccc(C)c([N+](=O)[O-])c2)[n+]2ccccc2)cc1	-10.8	1.4	i	11.2	5.4	2.2	3.7	-1.2	0.7	-0.5
CNC(=S)Nn1cnc2ccccc21	2.7	0.3	i	-3.0	3.8	-12.1	3.7	-0.8	3.1	-1.1
CC1=C(C(=O)O)N2C(=O)C(NC(=O)c3nn(C)c(C)c3Cl)C2SC1 (stereo unspecified)	-1.9	1.9	i	-5.0	-10.9	3.3	0.5	23.7	8.6	0.1
Cc1cc(C(=O)CSc2n[nH]c(N)n2)c(C)n1-c1ccccc1	3.7	-2.2	i	-3.5	1.6	-20.1	1.7	4.3	-6.4	-2.0
CCN(CC(=O)NCc1cccs1)C(=O)/C=C/c1ccc(Cl)c(Cl)c1	-6.9	1.2	i	-3.6	-9.1	5.2	0.2	-7.6	1.3	-0.3
O=c1c2c(nc3cc(-c4ccc(Br)cc4)[nH]n13)CCCC2	10.3	1.9	i	3.1	-3.4	-1.9	5.0	3.4	-1.4	-0.7
CSc1ccccc1NC(=O)Nc1ccc(Cl)cc1	-1.8	0.6	i	-6.1	0.1	16.2	1.8	-3.8	1.8	0.7
O=C(/C=C/c1ccccc1)CC(O)(c1ccccc1)C(F)(F)F (stereo unspecified)	-4.0	4.2	i	-10.1	-4.3	3.0	0.4	-13.5	4.9	-0.1
O=C(NCCc1ccccc1)C(=O)NCC1CCCN1S(=O)(=O)c1cccs1 (stereo unspecified)	0.7	-2.9	i	-3.3	4.1	-5.4	-0.2	-0.6	-3.2	-0.3
Cc1ccccc1OCc1nnc(SCC(=O)NCc2ccco2)n1C	0.3	-0.8	i	-3.4	-0.7	9.0	-0.6	-3.1	4.0	-0.2
N#Cc1cnc(SCCc2ccccc2)nc1N	11.2	-5.7	i	-2.3	-46.0	8.1	-0.3	-9.5	-4.5	0.0
Nc1ncnc2c1ncn2[C@@H]1O[C@H](C(=O)N2CCN(c3nc4ccccc4o3)CC2)[C@@H](O)[C@H]1O	2.3	0.5	i	-0.8	2.9	-2.7	-1.2	.	2.0	0.1
COc1cccc(CN2CCC(n3nccc3NC(=O)C3CC3)CC2)c1	2.4	-2.8	i	-4.7	-2.2	-8.0	-0.4	-9.1	0.4	-0.2
CCCCn1c(SCC(=O)NCc2ccco2)nc2ccccc2c1=O	2.0	0.3	i	-2.3	-5.0	0.6	0.5	-4.8	1.3	-0.6
COC(=O)[C@H](C(C)C)n1c(C)c(C(C)=O)c(C(C)=O)c1C	2.0	-3.5	i	0.8	7.1	15.4	0.9	-12.3	3.6	-1.3

Reprinted from the part before: three entries, followed by the next part.
SMILES	SUMO1-SIM PPI	STEP block	Neddylation inh	NadD inh	NRP1-CendR mod	SKN-1 inh	LMPTP block	Scp-1 inhibitor	DNMT1 block	Tb MetRS inh
COc1cccc(CN2CCC(n3nccc3NC(=O)C3CC3)CC2)c1	2.4	-2.8	i	-4.7	-2.2	-8.0	-0.4	-9.1	0.4	-0.2
CCCCn1c(SCC(=O)NCc2ccco2)nc2ccccc2c1=O	2.0	0.3	i	-2.3	-5.0	0.6	0.5	-4.8	1.3	-0.6
COC(=O)[C@H](C(C)C)n1c(C)c(C(C)=O)c(C(C)=O)c1C	2.0	-3.5	i	0.8	7.1	15.4	0.9	-12.3	3.6	-1.3
CC(=Nc1ccc(C)c(C)c1)C1=C(O)CSC1=O	-1.1	1.9	i	-1.0	3.6	12.9	1.9	-7.1	-1.3	-0.6
CS(=O)(=O)N(CC(=O)N1CCN(c2ccccc2)CC1)C1CCCCC1	-2.4	-0.2	i	0.3	3.0	-17.9	-1.5	-1.3	1.0	-0.7
O=C(O)Cn1c(=O)c(-c2ccccc2)nc2ccccc21	-16.9	0.0	+	-2.0	-2.5	11.0	0.0	-8.6	3.2	-0.5
CCn1c(=O)c2c3c(sc2n2c(SCc4ccc(F)cc4)nnc12)CCCC3	-0.8	-1.5	i	-2.5	-8.1	-10.5	2.5	-9.0	3.7	-0.7
Cc1nc2ccccc2c(=O)n1Cc1ccc([N+](=O)[O-])cc1	-21.0	-2.2	i	1.4	-1.6	-5.3	0.0	-6.5	-3.0	0.6
Cn1/c(=N/N=C/c2ccccn2)sc2ccccc21	-12.5	2.6	i	-3.7	10.9	42.1*	1.7	1.4	-0.2	-0.1
O=C(COc1ccccc1C(=O)Nc1ccccc1)c1ccc(Br)cc1	3.2	0.5	i	-2.6	-12.1	9.3	2.6	-7.1	-2.7	-0.2
O=C(Nc1cc(=O)[nH]c2nc(-c3ccccc3)nn12)c1ccccc1Cl	4.0	3.7	i	-1.5	-28.5	10.6	-2.0	23.9	4.0	-0.4
C(/C=C/c1ccccc1)=N/N1CCN(c2ccccc2)CC1	-0.6	-1.2	i	-1.4	11.0	23.9	-0.5	-10.9	14.2	-1.2
CN1CCN(CCCCOc2ccccc2-c2ccccc2)CC1	-4.6	0.2	i	-2.2	6.6	-4.6	-1.5	-9.6	1.0	-0.5

Grouped by structure, the compounds so far with a CF3 group
SMILES	SUMO1-SIM PPI	STEP block	Neddylation inh	NadD inh	NRP1-CendR mod	SKN-1 inh	LMPTP block	Scp-1 inhibitor	DNMT1 block	Tb MetRS inh
N#Cc1ccc(NC(=O)Cn2c3[n+](c4ccc(C(F)(F)F)cc42)CCCCC3)cc1	4.3	-1.6	i	1.5	-0.6	-1.8	-0.8	26.4	-0.4	0.4
O=C(/C=C/c1ccccc1)CC(O)(c1ccccc1)C(F)(F)F (stereo unspecified)	-4.0	4.2	i	-10.1	-4.3	3.0	0.4	-13.5	4.9	-0.1

(list continues)
SMILES	SUMO1-SIM PPI	STEP block	Neddylation inh	NadD inh	NRP1-CendR mod	SKN-1 inh	LMPTP block	Scp-1 inhibitor	DNMT1 block	Tb MetRS inh
CC(C)(C)NC(=O)C(c1cccs1)N(Cc1ccco1)C(=O)c1csnn1 (stereo unspecified)	3.8	-2.0	i	-0.9	9.3	4.6	0.1	5.1	6.3	-1.2
N#Cc1ccc(N2C(=O)[C@@H]3C(C(=O)c4cnccn4)=NN[C@@H]3C2=O)cc1	-9.7	5.1	i	-2.6	0.0	7.7	0.0	-6.6	-7.9	0.1
N=C1C(c2nc3ccccc3s2)=C(O)CN1Cc1ccco1	0.3	1.7	i	1.2	-4.8	1.5	1.3	1.8	-4.6	-0.1
CCOC(=O)N1CCC(NC(=O)C2CCN(c3nc(-c4ccc(OC)cc4)no3)CC2)CC1	-1.2	1.4	i	0.4	9.5	-3.6	0.0	-7.8	12.1	-0.8
CC(Sc1nnc(C2CC2)n1C1CC1)C(=O)Nc1ccccc1C#N (stereo unspecified)	0.3	-0.1	i	-6.0	-6.2	-3.2	-1.2	-2.7	2.0	0.3
Cc1ccc(/C=N/NC(=O)C(C)Oc2ccccc2[N+](=O)[O-])s1 (stereo unspecified)	-17.5	0.5	i	1.1	3.1	3.5	-1.1	-2.7	-1.1	-0.2
CC(Oc1ccccc1)C(=O)N1CCN(S(=O)(=O)c2ccc(OC(F)(F)F)cc2)CC1 (stereo unspecified)	-5.9	-0.5	i	-2.0	-7.7	-5.9	0.9	.	10.7	-0.4
CC(=O)Nc1cc(-c2ccccc2)cn2c(-c3ccc(F)c(Cl)c3)cnc12	-8.1	-1.2	i	8.0	-29.2	20.8	1.3	.	-6.8	0.2
